Bioassay records (PubChem BioAssay)
Hsp90 Hop PPI – qHTS Assay for Disrupters of an Hsp90 Co-Chaperone Interaction; AlphaScreen TPR2A-His6 binding biotin-Hsp90 C-terminal peptide; Hsp90 C-terminal peptide / TPR2A (Hop) interaction, human; 71,000 compounds, 0.44% hits; Potency, µM (series often up to 57 µM), without a hit: at the top dose activity change, negative = inhibition; active means well fitted curve in either direction with a large enough effect; inconclusive means small, poorly fitted or top-dose-only effect, or another doubt; further: potency means the concentration at half of the fitted maximal effect; on the % scale 0 is the no-effect control and ±100 the full control effect; many of its hits are not listed in these tables
HBB splicing – qHTS Assay for Modulators of Hemoglobin Beta Chain Splicing | AID 925, 2007 | HBB splicing reporter cell assay, activation; EGFP reporter with mutant IVS2-654 intron; response scale: normalised to 500 nM splice-correcting PNA | 65,000 compounds, 0.06% hits | Potency, µM (highest dose often 46.1 µM), for inactives: top-dose activation, actives largely listed as activators; further: potency means the concentration at half of the fitted maximal effect; 0% is about no effect
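Compounds were applied for 2 days to HeLa EGFP-654 cells, 500/well in Optimem with 2% FCS. The reporter's EGFP is disrupted by mis-splicing of beta-globin intron IVS2-654. Readout: summed well GFP fluorescence from 488 nm laser scanning; reference was 500 nM antisense […] 654 PNA.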
HADH2 inh – qHTS Assay for Inhibitors of HADH2 (Hydroxyacyl-Coenzyme A Dehydrogenase, Type II). 3-hydroxyacyl-CoA dehydrogenase type-2 (Homo sapiens), Q99714. recombinant HADH2, NADH fluorescence, beta-hydroxybutyryl-CoA. Potency, µM (highest dose often 57.1 µM), inactives show at the top dose activity change, negative = inhibition, actives largely listed as inhibitors. 73,000 compounds, 3.4% hits; further: potency means the concentration at half of the fitted maximal effect; on the % scale 0 is the no-effect control and ±100 the full control effect; nearly all actives have a fitted effect of over 60% in size; many of its hits are not listed in these tables
Target sequence (Q99714 whole entry, looked up, one chain of several): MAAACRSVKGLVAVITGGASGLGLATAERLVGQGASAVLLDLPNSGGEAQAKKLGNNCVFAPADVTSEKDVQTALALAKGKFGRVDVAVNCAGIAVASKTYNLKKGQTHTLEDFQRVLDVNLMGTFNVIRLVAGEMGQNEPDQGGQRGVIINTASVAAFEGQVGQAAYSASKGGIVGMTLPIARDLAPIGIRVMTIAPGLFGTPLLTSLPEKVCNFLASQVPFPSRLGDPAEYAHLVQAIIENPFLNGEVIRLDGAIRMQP
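E. coli-expressed His-tagged HADH2 tested at 20 nM in alkaline Tris buffer (pH 9.0); oxidation of 90 uM beta-hydroxybutyryl-CoA with 1 mM NAD+ tracked fluorimetrically for 4 min.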
Rhodamine autofl – qHTS Assay for Spectroscopic Profiling in Rhodamine Spectral Region; Rhodamine-region fluorescence, 547/598 nm, Tris buffer; hits give high values; max dye-equivalent concentration, M; 59,000 compounds, 0.05% hits; AID 594, 2007; in the data active means max dye-equivalent concentration above about 11 nM; inconclusive means between about 1.1 nM and that limit
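qHTS spectral profiling of compounds without any target or enzyme present, in pH 8.0 Tris buffer; plates were read after a 15-minute room-temperature incubation using the rhodamine-region filter set.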
TexasRed autofl – qHTS Assay for Spectroscopic Profiling in Texas Red Spectral Region | Compound fluorescence, Texas Red channel, 547/618 nm; hits give high values | max dye-equivalent concentration, M | 59,000 compounds, 0.06% hits; in the data active means max dye-equivalent concentration above about 10 nM; inconclusive means between about 1.1 nM and that limit
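Compound titrations in 100 mM Tris pH 8.0 were incubated 15 min at room temperature and read at 547 nm excitation / 618 nm emission. Texas Red six-point standard curve on each plate converted fluorescence to dye-equivalent concentration.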
ALOX15 inhib – qHTS Assay for Inhibitors of 15-hLO (15-human lipoxygenase) | Polyunsaturated fatty acid lipoxygenase ALOX15 (Homo sapiens), P16050 | 74,000 compounds, 1.4% hits | AID 887, 2007 | purified 15hLO-1, xylenol orange hydroperoxide absorbance | Potency, µM (doses to about 57.1 µM), inactives show top-dose activity change, negative = inhibition, actives largely listed as inhibitors; further: potency means the concentration at half of the fitted maximal effect; on the % scale 0 is the no-effect control and ±100 the full control effect; nearly all actives have a fitted effect of over 55% in size
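Quantitative HTS in 25 mM Hepes pH 7.5 containing 0.01% Triton X-100: human 15hLO-1 at 40 nM, arachidonic acid at 50 uM, 6 min turnover. Product quantified via ferrous oxidation/xylenol orange, 573:405 nm absorbance ratio.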
Luciferase inh – qHTS Assay for Inhibitors of Firefly Luciferase; Luciferin 4-monooxygenase (Photinus pyralis), P08659; purified firefly luciferase, luminescence, 8 min; Potency, µM (titrated, usually from 57.1 µM), without a hit: at the top dose activity change, negative = inhibition, usual class: inhibitors; 72,000 compounds, 2.2% hits; further: potency means the concentration at half of the fitted maximal effect; on the % scale 0 is the no-effect control and ±100 the full control effect; nearly all actives have a fitted effect of over 40% in size
Target sequence (P08659 whole entry, looked up): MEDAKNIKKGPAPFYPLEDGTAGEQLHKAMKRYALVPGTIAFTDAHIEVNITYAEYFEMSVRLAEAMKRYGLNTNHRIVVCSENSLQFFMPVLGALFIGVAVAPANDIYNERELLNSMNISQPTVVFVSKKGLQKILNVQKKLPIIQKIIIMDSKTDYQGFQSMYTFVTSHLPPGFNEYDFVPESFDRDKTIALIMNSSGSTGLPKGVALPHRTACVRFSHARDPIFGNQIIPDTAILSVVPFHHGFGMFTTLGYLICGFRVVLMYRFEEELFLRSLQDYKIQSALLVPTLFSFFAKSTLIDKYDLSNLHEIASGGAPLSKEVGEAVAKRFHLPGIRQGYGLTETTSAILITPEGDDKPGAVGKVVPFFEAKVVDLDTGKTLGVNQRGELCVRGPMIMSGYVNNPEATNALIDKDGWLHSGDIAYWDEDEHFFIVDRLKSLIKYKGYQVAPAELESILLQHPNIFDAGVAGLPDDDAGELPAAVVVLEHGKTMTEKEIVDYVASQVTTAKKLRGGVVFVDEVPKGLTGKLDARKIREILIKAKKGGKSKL
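Luminescence read-out after 8 min at room temperature; enzyme reaction used luciferin plus 10 uM ATP (linear range) in imidazole buffer pH 7.2 with KCl, MgCl2, Tween 20 and BSA. Each sample was run as a titration.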
Pol III holo inh – qHTS Assay for Inhibitors of DNA Polymerase III Holoenzyme System | reconstituted DNA polymerase III holoenzyme replication, biochemical | AID 603, 2007 | 71,000 compounds, 0.25% hits | Potency, µM (highest dose often 57.1 µM), without a hit: top-dose activity change, negative = inhibition; further: potency means the concentration at half of the fitted maximal effect; on the % scale 0 is the no-effect control and ±100 the full control effect
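Reconstituted *E. coli* holoenzyme (0.35 nM Pol III, 1 nM beta, 154 nM SSB, 2 nM primase) was preincubated with compound for 15 min at RT. Synthesis on 1.4 nM ssM13Gori ran 35 min, then was stopped with PicoGreen/EDTA and read as dsDNA fluorescence.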
Tau filament bind – qHTS Assay for Tau Filament Binding | recombinant tau filaments, thioflavin S fluorescence, 15 h; filaments grown with octadecylsulfate alongside compound | Potency, µM (top dose mostly 57.1 µM), for inactives: at the top dose activity change, negative = inhibition | 71,000 compounds, 2% hits | AID 596, 2007;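 further: potency means the concentration at half of the fitted maximal effect; on the % scale 0 is the no-effect control and ±100 the full control effect; actives lower thioflavin S fluorescence by blocking filaments or displacing dye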
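Read-out: ThS fluorescence, 450 nm excitation/510 nm emission; lower signal marks blocked filament formation or displaced dye. Tau at 1 uM with 30 uM ODS, 10 uM ThS, 5 mM DTT, 100 mM NaCl, 10 mM HEPES pH 7.4; 15 h, 37 C.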
ERK AVP block – qHTS Assay for Inhibitors of the ERK Signaling Pathway using a Homogeneous Screening Assay | 72,000 compounds, 0.99% hits | HEK293-V1b, vasopressin-stimulated pERK AlphaScreen | Potency, µM (titrated, usually from 57.5 µM), for the others: at the top dose activity, negative = inhibition, actives largely listed as inhibitors | AID 995, 2007; further: potency means the concentration at half of the fitted maximal effect; on the % scale 0 is the no-effect control and ±100 the full control effect; nearly all actives have a fitted effect of over 55% in size
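HEK293 cells stably expressing V1b receptor, seeded overnight in 1% FBS, were treated with compounds for 30 min at 37C, then stimulated 5 min with 25 nM vasopressin; phospho-ERK read by AlphaScreen SureFire after lysis.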
CRE-bla Fsk – Cell signaling CRE-BLA (Fsk stim). CHO CRE-bla reporter (cAMP response element driving beta-lactamase), forskolin EC10, beta-lactamase ratio. Potency, µM (top dose mostly 38.2 µM), for the others: at the highest dose activity change, negative = inhibition, actives largely listed as activators. 71,000 compounds, 2.5% hits. AID 662, 2007; active means well fitted activation curve with a large enough effect in the signal ratio, with a control signal flat, not every such curve was filed as active; inconclusive means small, poorly fitted or top-dose-only effect, or effect the other way, or a change in a side signal; the % refers to the signal ratio; further: potency means the concentration at half of the fitted maximal effect; % of control where 0% means no effect
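CRE-bla CHO cells stimulated with EC10 NKH 477 (water-soluble forskolin) and compound titrations, 3 h at 37C; beta-lactamase read with CCF4 after 2 h at room temperature. Activity from 460/530 nm emission ratio, AC50 values for positive or negative modulation.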
Active calls of the source: *; & = joins results of further samples; [ ] = remark or other dose. Unless noted, the call rests on the fitted dose curve; in most records, active means well fitted curve in the direction sought with a large enough effect; inconclusive means small, poorly fitted or top-dose-only effect, or another doubt; inactive means no such curve, though single readings can be large; an effect the other way counts as inactive or inconclusive. A portion of the library. The share of hits here may be higher or lower than overall.

`COc1ccc(CCn2c(=O)[nH]c3cc(C(=O)NCCCN4CCOCC4)ccc3c2=O)cc1OC` gave Hsp90 Hop PPI -4%, HBB splicing -1.8%, HADH2 inh 5%, Rhodamine autofl inactive, TexasRed autofl inactive, ALOX15 inhib 13%, Luciferase inh 2%, Pol III holo inh -2%, Tau filament bind -5%, ERK AVP block 17% and CRE-bla Fsk 12%.
For O=C(N=C1SCC(=O)N1c1ccccc1Cl)c1ccco1 the results were Hsp90 Hop PPI -4%, HBB splicing -0.1%, HADH2 inh inconclusive, ALOX15 inhib -7%, Luciferase inh -2%, Pol III holo inh 1%, Tau filament bind -12%, ERK AVP block -15% and CRE-bla Fsk -4%.
For CN(C(=O)CSc1nc2c(c(=O)[nH]1)CCCC2)C1CCCCC1 the results were Hsp90 Hop PPI 1%, HBB splicing 0.9%, HADH2 inh 3%, Rhodamine autofl inactive, TexasRed autofl inactive, ALOX15 inhib 9%, Luciferase inh 1%, Pol III holo inh 0%, Tau filament bind 6%, ERK AVP block 5% and CRE-bla Fsk -17%.
Screening O=C(Cn1nnc(-c2ccccc2NC(=O)c2ccco2)n1)NC1CCCCC1 returned Hsp90 Hop PPI 3%, HADH2 inh -23%, Rhodamine autofl inactive, TexasRed autofl inactive, ALOX15 inhib -4%, Luciferase inh -1%, Pol III holo inh 5%, Tau filament bind 3%, ERK AVP block -2% and CRE-bla Fsk 2%.
Screening CCCCCCC=O returned Hsp90 Hop PPI 1%, HBB splicing -0.4%, HADH2 inh 3%, ALOX15 inhib -1%, Pol III holo inh -5%, Tau filament bind 2%, ERK AVP block 29% and CRE-bla Fsk 10%.
`O=C(CSc1nnc(Cc2ccccc2)o1)NC1CC2CCC1C2` (stereo not given) gave Hsp90 Hop PPI -1%, HBB splicing -0.1%, HADH2 inh 8%, Rhodamine autofl inactive, TexasRed autofl inactive, ALOX15 inhib 7%, Luciferase inh 0%, Pol III holo inh -2%, Tau filament bind -6%, ERK AVP block -7% and CRE-bla Fsk -16%.
Screening CN1CCN(c2ccc(Cl)cc2NC(=O)c2ccc(S(=O)(=O)N3CCCCCC3)cc2)CC1 returned Hsp90 Hop PPI inconclusive, HBB splicing 0.0%, HADH2 inh 41%, Rhodamine autofl inactive, TexasRed autofl inactive, ALOX15 inhib -16%, Luciferase inh 3%, Pol III holo inh -1%, Tau filament bind -6%, ERK AVP block 6% and CRE-bla Fsk inconclusive.
Screening O=C(Oc1ccccc1)c1cccc(N2C(=O)CCC2=O)c1 returned Hsp90 Hop PPI inconclusive, HBB splicing -0.8%[9.22 µM], HADH2 inh 8%, ALOX15 inhib 4%, Luciferase inh 2%, Pol III holo inh -7%, Tau filament bind 8%, ERK AVP block 52%[activator] and CRE-bla Fsk -2%.
For CCCC12CN3CC(C)(CN(C1)C31CCCCC1)C2=O the results were Hsp90 Hop PPI 2%, HBB splicing 1.6%, HADH2 inh 18%, Rhodamine autofl inactive, TexasRed autofl inactive, ALOX15 inhib 0%, Luciferase inh 2%, Pol III holo inh -3%, Tau filament bind -9%, ERK AVP block 8% and CRE-bla Fsk -3%.
`N#CCCn1c(=O)c(-c2cccs2)nc2cnc(N3CCNCC3)nc21` gave Hsp90 Hop PPI 3%, HBB splicing 3.4%, HADH2 inh 108%[activator], Rhodamine autofl inactive, TexasRed autofl inactive, ALOX15 inhib -17%, Luciferase inh 1%[11.4 µM], Pol III holo inh -1%, Tau filament bind inactive, ERK AVP block 10% and CRE-bla Fsk inconclusive.
Screening O=C(CSc1ncn[nH]1)Nc1cccc2ccccc12 returned Hsp90 Hop PPI -1%, HBB splicing 0.1%, HADH2 inh 14%, Rhodamine autofl inactive, TexasRed autofl inactive, ALOX15 inhib 2%, Luciferase inh 3%, Pol III holo inh 1%, Tau filament bind -10%, ERK AVP block -10% and CRE-bla Fsk -13%.
Screening C=CCn1c(SCC(=O)Nc2ccccc2OC)nnc1-c1ccccn1 returned Hsp90 Hop PPI -18%, HBB splicing -2.4%[0.369 µM], HADH2 inh 2%, Rhodamine autofl inactive, TexasRed autofl inactive, ALOX15 inhib 3%, Luciferase inh 2%, Pol III holo inh 1%, Tau filament bind -3%, ERK AVP block -9% and CRE-bla Fsk inconclusive.
Screening c1ccc(OCCCc2nc(-c3ccncc3)no2)cc1 returned Hsp90 Hop PPI 3%, HBB splicing -1.7%, HADH2 inh 4%, Rhodamine autofl inactive, TexasRed autofl inactive, ALOX15 inhib 6%, Luciferase inh -1%, Pol III holo inh 6%, Tau filament bind -4%, ERK AVP block 9% and CRE-bla Fsk 2%.
Screening CCn1c(-c2cc(Br)ccc2O)n[nH]c1=S returned Hsp90 Hop PPI -5%, HBB splicing 2.8%, HADH2 inh 6%, ALOX15 inhib -24%, Luciferase inh 2%, Pol III holo inh -5%, Tau filament bind 9%, ERK AVP block -20% and CRE-bla Fsk 0%.
O=C1C2C3C=CC(C3)C2C(=O)N1CCN1CCN(S(=O)(=O)c2ccc3ccccc3c2)CC1 (stereo not given) was read as Hsp90 Hop PPI -4%, HBB splicing 0.4%, HADH2 inh 0%, ALOX15 inhib 1%, Luciferase inh 1%, Pol III holo inh -1%, Tau filament bind 9%, ERK AVP block 2% and CRE-bla Fsk -8%.
`CSc1[nH]c(=O)c(C(=O)O)cc1C#N` gave Hsp90 Hop PPI -2%, HBB splicing 1.3%, HADH2 inh -22%, Rhodamine autofl inactive, TexasRed autofl inconclusive, ALOX15 inhib 1%, Luciferase inh 1%, Pol III holo inh -1%, Tau filament bind 3%, ERK AVP block 4% and CRE-bla Fsk 17%.
`CCN(CCNC(=O)C1CCN(S(C)(=O)=O)CC1)c1ccccc1` gave Hsp90 Hop PPI -4%, HBB splicing -3.7%[57.5 µM], HADH2 inh -2%, Rhodamine autofl inactive, TexasRed autofl inactive, ALOX15 inhib 0%, Luciferase inh 4%, Pol III holo inh -4%, Tau filament bind 8%, ERK AVP block 13% and CRE-bla Fsk 10%.
For CCCn1c(C)nc2c(c1=O)c1nc3ccccc3nc1n2CCc1ccccc1 the results were Hsp90 Hop PPI -3%, HBB splicing 1.8%[0.369 µM], HADH2 inh 20%, Rhodamine autofl inactive, TexasRed autofl inactive, ALOX15 inhib -1%, Luciferase inh -3%, Pol III holo inh -1%, Tau filament bind 9%, ERK AVP block 0% and CRE-bla Fsk inconclusive.
For COc1cccc(NC=C2C(=O)OC(C)(C)OC2=O)c1 the results were Hsp90 Hop PPI -12%[11 µM], HBB splicing -0.8%[0.0738 µM], HADH2 inh -13%[11.4 µM], ALOX15 inhib -20%[11.4 µM], Luciferase inh inconclusive, Pol III holo inh -1%[11.4 µM], Tau filament bind -1%[11.4 µM], ERK AVP block inconclusive and CRE-bla Fsk inconclusive.
c1ccc2c(c1)CCCC2C1=NCCN1 (stereo not given) was read as Hsp90 Hop PPI -2%, HBB splicing 11%[0.369 µM], HADH2 inh 8%, Rhodamine autofl inactive, TexasRed autofl inactive, ALOX15 inhib 20%&-6%, Luciferase inh 3%, Pol III holo inh 4%, Tau filament bind -1%, ERK AVP block -4%&8% and CRE-bla Fsk -6%.
CCc1ccc2nc(NC3=NCN(CCOC)CN3)nc(C)c2c1 was read as Hsp90 Hop PPI 0%, HBB splicing 0.0%, HADH2 inh 8%, ALOX15 inhib 1%, Luciferase inh 2%, Pol III holo inh -4%, Tau filament bind 9% and CRE-bla Fsk 2%.
CC(C)c1ccc(NC(=O)c2cnn(-c3ccccc3)c2NC(=O)c2ccco2)cc1 was read as Hsp90 Hop PPI 0%, HBB splicing 0.1%[9.22 µM], HADH2 inh 0%, ALOX15 inhib -7%, Luciferase inh 2%, Pol III holo inh -3%, Tau filament bind 67%, ERK AVP block 0% and CRE-bla Fsk -1%.
